From PubChem
SUMO1 PPI mod: modulators of human SUMO1-mediated protein-protein interactions. P63165. SUMO1 binding to a labelled peptide, TR-FRET, 1 h. actives 0.33% (n = 360,000). AID 602429. inhibition, % at 20 µM; in the data active means inhibition above about 37%
STEP inh: STEP (human) phosphatase inhibition; P54829; recombinant STEP, OMFP fluorogenic substrate, fluorescence; inhibition, % at 20 µM; actives 0.25% (n = 360,000); AID 588621;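 active means inhibition at 20 µM, scaled per plate between control wells, above about 37%, limit read from the data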;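 further: 0% = DMSO with enzyme and substrate and 100% = substrate only without enzyme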
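material = STEP tyrosine phosphatase | reagent = fluorogenic phosphatase substrate OMFP at 25 µM final | doses = single compound dose of 20 µM, 1% DMSO final | schedule = 20 min reaction, room temperature, in the dark | measured by = fluorescence, 480/540 nm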
eLon inh: inhibits E. coli Lon protease | P0A9M0 | purified E. coli Lon protease, fluorescence polarization | inhibition, % at 7.94 µM | actives 0.42% (n = 360,000) | AID 602123; in the data active means inhibition above about 13%, passing the limit was not always enough;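 further: 0% = enzyme with probe and DMSO and 100% = no enzyme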
MsrA act: activates bovine MsrA enzyme; purified bovine MsrA, absorbance read-out; activation, % at 10.6 µM; actives 0.3% (n = 360,000); AID 602163; in the data active means activation above about 7.5%;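 further: 0% = vehicle and 100% = reference activator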
DNMT1 inh: blocks human DNA methyltransferase DNMT1. DNMT1 molecular beacon, Hinp1I cleavage, fluorescence. inhibition (reported as % activation of signal), % at 10 µM. actives 0.83% (n = 360,000). AID 588458; in the data active means inhibition above about 50%
LMPTP block: LMPTP (human) inhibition; recombinant LMPTP-A, OMFP fluorogenic substrate, fluorescence intensity; actives 0.22% (n = 360,000); inhibition, % at 20 µM;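 active means compounds that cut the enzyme signal by at least half of the control window in the single-dose screen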;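 further: plate controls were DMSO wells with enzyme plus substrate for no effect and substrate without enzyme for full effect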
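Test system – LMPTP-A enzyme · Amount – LMPTP-A at 0.625 nM final in the reaction · Buffer or medium – Bis-Tris pH 6.0, DTT, detergent · Reagent – OMFP 400 µM · Doses – single 20 µM dose · Schedule – reaction 50 min, room temperature, dark · Detection – fluorescence intensity of OMFP turnover product · Evaluation – percent inhibition versus substrate-only and uninhibited controls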
MsrA inhibitor: inhibits bovine methionine sulfoxide reductase A; purified bovine MsrA, absorbance read-out; inhibition, % at 15.5 µM; actives 0.75% (n = 360,000); in the data active means inhibition above about 4.5%;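 further: 0% = vehicle wells with enzyme and 100% = reference inhibitor wells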
CendR NRP1 mod: NRP-1/CendR interaction modulation; O14786; FAM-RPARPAR peptide binding to NRP-1, fluorescence polarization; inhibition, % at 25 µM; actives 0.85% (n = 360,000); AID 602438;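 active means inhibition or corrected inhibition above about 18%, plus a signal ratio from 0.5 to 1.5, limit read from the data, passing the limit was not always enough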; further: strong numbers were not always called active
Target sequence (O14786 whole entry, looked up): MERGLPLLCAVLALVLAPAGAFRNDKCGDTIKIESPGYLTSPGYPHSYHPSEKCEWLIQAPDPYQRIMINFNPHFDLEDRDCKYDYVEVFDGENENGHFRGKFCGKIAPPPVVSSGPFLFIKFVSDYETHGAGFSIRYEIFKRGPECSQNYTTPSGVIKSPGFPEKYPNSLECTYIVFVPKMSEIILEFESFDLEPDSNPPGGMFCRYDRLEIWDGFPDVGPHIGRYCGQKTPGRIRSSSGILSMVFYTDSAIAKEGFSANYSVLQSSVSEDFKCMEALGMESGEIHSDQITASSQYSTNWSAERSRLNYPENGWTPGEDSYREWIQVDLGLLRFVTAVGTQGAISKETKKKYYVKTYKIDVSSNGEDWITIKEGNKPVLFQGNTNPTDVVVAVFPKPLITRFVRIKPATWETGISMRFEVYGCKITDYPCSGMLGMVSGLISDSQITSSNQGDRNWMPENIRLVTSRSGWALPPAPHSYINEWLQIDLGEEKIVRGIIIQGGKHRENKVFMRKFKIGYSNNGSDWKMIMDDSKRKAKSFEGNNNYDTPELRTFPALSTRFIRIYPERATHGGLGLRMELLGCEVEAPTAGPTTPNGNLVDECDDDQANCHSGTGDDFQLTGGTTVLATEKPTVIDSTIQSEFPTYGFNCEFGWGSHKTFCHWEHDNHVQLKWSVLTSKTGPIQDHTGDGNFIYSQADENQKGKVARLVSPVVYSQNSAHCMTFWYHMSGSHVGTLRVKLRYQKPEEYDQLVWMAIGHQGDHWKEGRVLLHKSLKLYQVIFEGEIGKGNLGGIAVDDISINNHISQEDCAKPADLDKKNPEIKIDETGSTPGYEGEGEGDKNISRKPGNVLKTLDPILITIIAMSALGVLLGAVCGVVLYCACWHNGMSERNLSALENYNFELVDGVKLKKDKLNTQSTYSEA
Scp-1 inhibitor: blocks human Scp-1 phosphatase activity; Q9GZU7; Recombinant Scp1, phosphopeptide, malachite green phosphate absorbance; inhibition, % at 20 µM; actives 0.88% (n = 340,000); AID 493091;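 active means inhibition above about 50% at 20 µM, limit read from the data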;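 further: plate controls were DMSO wells with enzyme for no effect and wells lacking enzyme for full effect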
Target sequence (Q9GZU7 76-261 limits assumed): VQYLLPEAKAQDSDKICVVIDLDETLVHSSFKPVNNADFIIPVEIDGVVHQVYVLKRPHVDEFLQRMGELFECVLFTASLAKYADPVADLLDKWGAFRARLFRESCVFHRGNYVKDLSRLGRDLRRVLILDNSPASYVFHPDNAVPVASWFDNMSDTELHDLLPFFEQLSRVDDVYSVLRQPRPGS
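Test system: SCP-1 catalytic domain; Buffer or medium: Acidic Tris acetate buffer with magnesium and detergent; Also added: Phosphorylated 17-residue peptide substrate; Compound: single 20 µM dose, 1% DMSO; Schedule: enzyme reaction 45 min at room temperature, colour 5 min, stabilisation 30 min; Signal: Phosphate-binding colour reagent, absorbance read at 630 nm.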
TbMetRS inhib: Trypanosoma brucei MetRS inhibition; purified T. brucei MetRS, ATP depletion, Kinase-Glo luminescence; inhibition, % at 11.9 µM; actives 0.4% (n = 360,000);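 active means inhibition above a per-plate cutoff of the control wells' mean inhibition plus 3 SD, cut at about 5.5% in these data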;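 further: 0% = DMSO wells median and 100% = median of wells with control inhibitor compound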
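Dosing: 11.9 µM compound single dose, 0.9% DMSO; Assay system: purified T. brucei MetRS enzyme; Measured by: Kinase-Glo luciferase luminescence reporting remaining unconsumed ATP; Schedule: 15 min plus 2 h at 25 °C.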
* hit, by the source's call; . = no result given.

Order of results – SUMO1 PPI mod	STEP inh	eLon inh	MsrA act	DNMT1 inh	LMPTP block	MsrA inhibitor	CendR NRP1 mod	Scp-1 inhibitor	TbMetRS inhib
- COc1ccc(C(CNC(=O)c2ccc(OCc3csc(C)n3)cc2)N2CCCC2)cc1 (stereo unspecified)
    0.0	-0.7	-10.1	-1.0	-2.8	-0.2	-0.6	-4.8	.	0.0
- CCN(CC)C(=O)CSc1ncnc2sccc12
    4.1	-0.6	1.6	-1.0	1.7	-0.6	-0.3	7.2	-10.4	-0.5
- CC(=O)/C(=C(/O)c1ccccc1)c1nc2ccccc2[nH]1
    -1.2	0.5	-1.1	-3.4	-0.6	-2.1	-0.2	0.9	-14.4	-0.2
- CCCCC[C@H](C)N1C[C@H](COCc2ccccc2)Oc2cc(N3CC[C@H](N(C)C)C3)ccc2S1(=O)=O
    -43.6	.	3.0	2.0	.	0.1	-1.7	5.2	.	-0.3
- COc1c(C)cc(C(O)c2ncc(-c3cccc(C(F)(F)F)c3)[nH]2)cc1C (stereo unspecified)
    4.5	-0.9	4.6	-10.2	0.7	0.9	1.7	-8.8	.	-0.3
- CCOc1ccc2nc(NC(=O)C(CC)Sc3nc(C)cc(=O)[nH]3)sc2c1 (stereo unspecified)
    9.7	-0.8	-0.3	-10.1	-1.2	-0.2	0.7	-3.6	1.9	-2.0
- COc1cc(CCC(=O)Nc2sccc2C#N)cc(OC)c1OC
    4.1	4.8	4.5	-1.7	0.0	1.5	0.4	5.6	-3.6	-0.6
- CC(=O)Nc1ccc(S(=O)(=O)NCC2CC3CCC2C3)cc1 (stereo unspecified)
    5.8	-2.4	-3.5	-6.1	-3.9	-0.9	-0.3	-5.0	-7.0	-0.7
- COc1cccc(C(=O)N2CCC(n3nccc3NC(=O)C(OC)c3ccccc3)CC2)c1 (stereo unspecified)
    -0.4	-0.6	0.7	-1.8	3.4	0.5	1.7	9.7	-12.6	-0.3
- Cc1ccc(C)c(N2CCN(c3nc4ccccc4c(=O)n3Cc3ccccc3)CC2)c1
    2.1	1.2	-13.8	-6.3	-2.4	3.2	0.1	-7.7	3.5	0.2
- COc1cccc(/C=C2/SC(=S)N(CC(=O)NNC(=O)c3ccccc3O)C2=O)c1
    6.5	4.9	-2.0	-1.3	-3.9	2.3	0.9	-4.1	-7.7	-0.2
- FCCCOc1ccc(-c2ccnc3ncnn23)cc1
    -8.4	-1.8	-4.5	3.5	-0.1	0.3	3.1	-2.4	-10.7	-0.6
- CCOC(=O)c1ccc(NC(=O)COc2ccccc2CNCCO)cc1
    1.1	-1.2	-0.1	-1.9	-1.6	-0.6	-0.6	1.6	-7.5	0.4
- O=C(NN1CCN(Cc2ccccc2Cl)CC1)c1ccc(Br)cc1
    -1.6	1.9	4.4	-4.3	0.4	-1.5	0.1	12.2	-3.7	-0.3
- CC1CCCCC1NC(=O)c1cc2ccccc2o1 (stereo unspecified)
    0.4	0.8	-5.6	-3.7	26.5	-1.1	1.3	-1.5	0.0	0.1
- CCOC(=O)c1c(N)c(C#N)c2n1CCCCC2
    5.4	-1.2	-1.4	-3.5	4.2	0.1	1.7	-4.9	-2.3	0.1
- CCCCN1CC(COCc2ccccc2)Oc2cccc(Oc3cc(C)c(C)c(C)c3)c2S1(=O)=O (stereo unspecified)
    -0.5	3.2	3.7	-5.8	5.1	1.6	0.2	-7.0	-24.8	-0.9
- COc1ccc(C(=O)/C(=C/c2cccs2)c2nc3ccccc3o2)cc1
    -5.6	0.9	0.3	-1.4	-5.8	3.7	3.2	16.4	-16.5	-0.2
- O=C(Nc1ccccc1N1CCCC1)c1ccccc1F
    3.8	-1.0	0.0	-3.4	13.6	1.1	-0.7	3.1	-2.4	-0.5
- O=C(CCN1CCC(c2ccccc2)C1)c1ccccc1 (stereo unspecified)
    -1.8	-2.7	-6.5	-4.7	6.9	-1.2	.	-3.3	-3.4	-0.3
- CNC(=O)CC12CC3CC(CC(C3)C1)C2
    3.4	0.6	-5.5	-1.6	1.6	-0.2	1.0	7.9	-7.7	-0.2
- O=[N+]([O-])c1cccc(Cl)c1NCCNc1ncc(C(F)(F)F)cc1Cl
    -8.2	4.8	0.9	-2.2	0.1	4.0	0.5	8.7	-14.5	-0.3
- C[C@H]1CCCCO[C@H](CN(C)C(=O)Nc2ccc(F)cc2)[C@@H](C)CN([C@@H](C)CO)C(=O)c2cc(NC(=O)Nc3ccc4c(c3)OCO4)ccc2O1
    8.1	0.9	1.6	0.0	-14.4	1.2	0.3	1.6	.	-0.7
- O=S1(=O)CCC(NC(=S)N2CCCCCC2)C1 (stereo unspecified)
    -0.2	-3.5	-4.1	-2.0	-1.4	-0.4	-0.8	-2.8	-7.1	-1.1
- Cc1cc(NC(=O)CSc2nnc(-c3cccnc3)n2Cc2ccccc2)no1
    4.6	-0.7	-14.6	-5.8	0.0	-0.7	0.1	-10.2	-0.7	-0.3
- CCOC(=O)c1c(-c2ccncc2)csc1N
    1.4	4.7	-3.9	-3.3	-3.3	0.2	-1.4	-0.3	-4.2	0.3
- CCOc1ccc(CN(C)CC(=O)Nc2cc(C)c(C)cc2[N+](=O)[O-])cc1
    -10.4	0.7	9.0	0.1	4.2	2.3	0.5	7.9	-3.0	-0.2
- Cc1cccc(C2Nc3ccccc3C(=O)N2c2ccc(F)cc2)n1 (stereo unspecified)
    -4.1	1.5	-2.4	-8.8	-3.7	-1.3	0.8	-5.7	-10.7	-0.1
- OC12CCCCC1C(c1ccc3c(c1)OCO3)N(Cc1ccc(F)cc1)CC2 (stereo unspecified)
    -2.0	-2.1	-4.0	9.5*	-5.0	0.5	-0.2	2.7	-1.9	-0.9
- Cc1ccccc1Sc1ncccc1[N+](=O)[O-]
    -25.7	-1.7	-8.1	-3.0	1.4	-0.1	-0.2	1.9	-5.1	0.1
- O=S(=O)(c1cccnc1)N1CCn2cccc2C1c1ccccc1F (stereo unspecified)
    0.3	0.9	3.9	-0.9	-0.9	-0.9	-0.8	-10.6	-3.4	-0.4
- CCOC(=O)C1CCCN(C(=O)c2cc(S(=O)(=O)N3CCCCC3)ccc2Cl)C1 (stereo unspecified)
    6.4	-1.8	-0.6	3.8	0.7	-0.4	0.2	-1.9	-0.8	0.0
- COc1cc2c(cc1OC)CN(C(=O)c1ccncc1)CC2
    -1.5	1.0	1.9	-1.4	-1.3	0.1	-0.5	-0.6	-4.0	-0.9
- COc1ccc(-c2cn(-c3ccc(C)c(C)c3)c(=S)[nH]2)cc1OC
    0.8	2.0	7.6	-4.8	-3.0	0.6	-1.1	-0.3	0.4	-0.8
- CCc1ccc(OCCOCC(O)CN(CCO)CCO)cc1 (stereo unspecified)
    -0.2	-3.2	-6.1	-2.2	1.8	-0.5	1.0	5.6	-3.9	-0.3
- O=C(NCc1ccc(F)cc1)C1CCC(CNS(=O)(=O)c2ccccc2)CC1 (stereo unspecified)
    -0.8	0.3	-11.0	0.0	-0.5	-0.5	-0.2	6.7	-1.1	-0.1
- CS(=O)(=O)N1CCN(c2ccc([N+](=O)[O-])c(NCc3cccnc3)c2)CC1
    -25.0	1.5	8.0	-8.5	-2.1	1.1	5.6*	7.7	-2.2	0.1
- Cc1cccc(NC(=O)CSCC(=O)Nc2ccccc2C(=O)N2CCCCC2)c1
    -31.3	-0.7	-21.1	-2.1	-9.1	-9.4	0.1	2.6	.	-0.1
- O=C(Nc1ccc(F)c(Cl)c1)c1ccc2c(c1)OCO2
    -0.9	0.9	-8.9	-3.8	-2.7	0.0	-0.1	9.8	-7.0	0.6
- CN1CC2(C)CN(C(c3ccccc3)c3ccccc3)CC(C)(C1)C2O (stereo unspecified)
    0.3	1.3	-4.3	-3.3	0.1	-1.3	2.2	19.7	-5.6	-0.4
- CC1=C(C(=O)N2CCCC(N3CCN(c4cccc(Cl)c4)CC3)C2)OCCO1 (stereo unspecified)
    0.2	0.9	5.8	-3.1	-2.3	-1.8	-0.7	-3.2	-9.5	0.3
- COc1cccc(-n2nc3c(=S)[nH]nc(C)c3c2C)c1
    -4.4	0.2	-4.3	0.9	2.9	-5.5	0.5	-33.7	13.3	-0.3
- O=C(Nc1ccc(Cn2ccnc2)cc1)c1cccc(C(F)(F)F)c1
    5.5	1.5	-4.3	-0.8	1.9	0.2	0.0	-6.3	-1.9	-0.6
- Cc1nonc1CN(C)C(=O)c1ccc(OC2CCN(Cc3ccccn3)CC2)cc1
    2.1	-2.6	8.0	-1.8	-3.6	-2.6	0.6	-6.4	3.5	-0.5
- CC(C)N(C1=CC(=O)OC12CCCCC2)C(C)C
    3.6	0.9	2.9	-0.7	-1.1	-0.9	-1.1	-3.0	-7.2	0.1
- O=C(/C=C/c1ccccc1)NCCS(=O)(=O)N1CCN(c2ccccc2)CC1
    1.0	-1.6	-14.2	-6.6	2.1	4.1	-0.1	3.6	-3.8	-0.3
- CC(=O)/C(=N/Nc1ccccc1C)N1CCOCC1
    -2.7	-0.1	1.0	-1.8	-2.5	-2.3	-1.0	-0.7	-4.3	-0.2
- CN(CCOc1ccc(Cl)cc1)C(=O)c1ccc2c(=O)n3c(nc2c1)CCC3
    7.6	-1.3	-7.9	-0.9	2.6	-2.1	1.1	-0.4	-3.9	-0.1
- Fc1ccccc1CNc1cc(Cl)cc(Cl)c1
    0.0	-1.9	6.4	-6.0	-2.2	4.3	-0.1	-3.2	-8.4	-0.6
- Cc1ccc(C(C)NC(=O)COC(=O)C2=COCCO2)cc1C (stereo unspecified)
    5.1	-5.3	-3.2	-2.6	-6.8	0.0	-1.1	1.4	-2.7	-0.6
- COc1cccc(CN(CCC(C)C)S(=O)(=O)c2cc(Br)ccc2Br)c1
    2.5	5.6	-2.6	1.6	9.4	3.1	0.8	3.3	-16.7	-0.1
- Cc1cc(SCC(=O)N/N=C/c2ccc(C(=O)O)cc2)nc2ccccc12
    -7.9	0.2	-6.5	-1.8	-0.6	-0.9	0.2	-10.0	-2.5	-0.3

An excerpt of these results, with the structure last.
| SUMO1 PPI mod | STEP inh | eLon inh | MsrA act | DNMT1 inh | LMPTP block | MsrA inhibitor | CendR NRP1 mod | Scp-1 inhibitor | TbMetRS inhib | molecule |
| --- | --- | --- | --- | --- | --- | --- | --- | --- | --- | --- |
| 5.1 | -5.3 | -3.2 | -2.6 | -6.8 | 0.0 | -1.1 | 1.4 | -2.7 | -0.6 | Cc1ccc(C(C)NC(=O)COC(=O)C2=COCCO2)cc1C (stereo unspecified) |
| 2.5 | 5.6 | -2.6 | 1.6 | 9.4 | 3.1 | 0.8 | 3.3 | -16.7 | -0.1 | COc1cccc(CN(CCC(C)C)S(=O)(=O)c2cc(Br)ccc2Br)c1 |
| -7.9 | 0.2 | -6.5 | -1.8 | -0.6 | -0.9 | 0.2 | -10.0 | -2.5 | -0.3 | Cc1cc(SCC(=O)N/N=C/c2ccc(C(=O)O)cc2)nc2ccccc12 |
